EBV gp42 inh: blocks Epstein-Barr virus glycoprotein 42 binding; Q1HVG2; Fluorescence polarization binding assay, mP read-out; inhibition, % (tested at 21.74 µM); 220,000 compounds, 0.42% hits; AID 1085; in the data active = inhibition above about 50%
Target sequence (Q1HVG2 whole entry, looked up): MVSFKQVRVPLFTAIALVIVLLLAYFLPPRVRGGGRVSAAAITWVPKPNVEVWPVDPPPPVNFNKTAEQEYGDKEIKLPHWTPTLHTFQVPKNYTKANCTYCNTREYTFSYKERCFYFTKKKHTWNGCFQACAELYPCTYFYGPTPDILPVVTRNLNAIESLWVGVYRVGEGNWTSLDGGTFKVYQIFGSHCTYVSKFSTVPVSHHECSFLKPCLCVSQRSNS
Hck-Nef inh: blocks Nef-activated human Hck kinase. P08631. Recombinant Hck-YEEI plus Nef, Z-Lyte FRET kinase assay. inhibition, % at 20 µM. 220,000 compounds, 0.68% hits;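 active = Hck-Nef kinase inhibition above about 50%, limit read from the data; inactive = inhibition below that limit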;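 note: 0% = DMSO with Hck plus Nef and 100% = Hck alone without Nef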
Target sequence (P08631 whole entry, looked up): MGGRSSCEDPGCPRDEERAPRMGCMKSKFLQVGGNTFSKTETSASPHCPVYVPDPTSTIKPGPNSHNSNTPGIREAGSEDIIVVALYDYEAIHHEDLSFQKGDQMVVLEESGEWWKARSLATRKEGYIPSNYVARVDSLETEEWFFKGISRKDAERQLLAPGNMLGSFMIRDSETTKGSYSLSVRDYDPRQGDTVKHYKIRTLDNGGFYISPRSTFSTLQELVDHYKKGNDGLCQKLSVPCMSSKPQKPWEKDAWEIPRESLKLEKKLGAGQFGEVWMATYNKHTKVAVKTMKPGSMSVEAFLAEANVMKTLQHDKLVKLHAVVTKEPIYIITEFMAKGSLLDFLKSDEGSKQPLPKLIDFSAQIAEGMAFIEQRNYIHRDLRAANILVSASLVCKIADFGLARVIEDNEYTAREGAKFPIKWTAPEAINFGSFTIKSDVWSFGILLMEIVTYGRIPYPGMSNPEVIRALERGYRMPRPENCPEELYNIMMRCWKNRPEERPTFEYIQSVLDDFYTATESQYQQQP
14-3-3 Bad PPI: disrupts binding of bovine 14-3-3 zeta to phospho-Bad peptide | P63103 | TR-FRET 14-3-3zeta/Dy647-pBad peptide displacement, 1 h | inhibition, % at 21.7 µM | 220,000 compounds, 0.71% hits | AID 781;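 active = inhibition above about 70%, limit read from the data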;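 note: 0% = full 14-3-3 plus peptide FRET controls and 100% = background without 14-3-3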
Target sequence (P63103 whole entry, looked up): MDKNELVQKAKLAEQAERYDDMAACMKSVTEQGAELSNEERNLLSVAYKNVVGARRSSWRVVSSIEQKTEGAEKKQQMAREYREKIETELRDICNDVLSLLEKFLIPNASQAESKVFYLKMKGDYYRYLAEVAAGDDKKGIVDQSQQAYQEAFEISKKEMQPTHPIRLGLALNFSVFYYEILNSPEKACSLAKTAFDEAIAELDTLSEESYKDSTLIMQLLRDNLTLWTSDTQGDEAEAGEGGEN
NCF1 inh: blocks human p47phox regulatory protein of NADPH oxidases; AID 1274; inhibition, % at 24.7 µM; P14598; p47phox/p22phox peptide binding, fluorescence polarization, 2 h; 220,000 compounds, 0.53% hits;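 active = inhibition above about 30%, limit read from the data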;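 note: 0% = p47phox with labelled peptide and 100% = labelled peptide alone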
zVAD death inh: L929 zVAD cell death inhibition; viability rescue, % at 10 µM; L929 zVAD necroptosis rescue, ATP luminescence, 24 h; with zVAD 60 µM; 220,000 compounds, 0.38% hits;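 active = activation, scaled between plate controls, above about 75%, limit read from the data; inactive = activation under that limit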;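 note: 0% = zVAD with DMSO and 100% = DMSO alone without zVAD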
Runt-CBFb FRET: Runt domain-CBFb interaction inhibition; Cerulean-Runt/Venus-CBFb FRET ratio 530/480, 1 h; inhibition, % at 20 µM; 220,000 compounds, 0.46% hits; AID 1496;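 active = inhibition over about 50% at 20 µM in the single-dose screen, limit read from the data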;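 note: 0% = DMSO wells and 100% = excess unlabeled CBFb competitor control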
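Assay system: Cerulean-Runt domain fusion protein, energy donor; Signal: fluorescence energy transfer, 422 nm excitation, 530/480 nm emission; Timing: 1 h compound exposure, room temperature; Control set: unlabeled CBFb; Medium: Tris buffer pH 7.5 with salts and BSA; Compound: single test concentration of 20 µM, 1% DMSO final; Probe or stimulus: Venus-CBFb 100 nM.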
TbHK1 inh: blocks Trypanosoma brucei hexokinase 1 activity. recombinant TbHK1, G6PDH-coupled NADH A340. inhibition, % at 10 µM. 220,000 compounds, 0.11% hits;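 active = inhibition of 50% or more in the single-dose primary screen; inactive = inhibition below 50%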
Runt-SMMHC FRET: blocks binding of human RUNX1 Runt domain to CBFb-SMMHC | inhibition, % at 20 µM | Cerulean-Runt/Venus-CBFb-SMMHC FRET ratio 530/480, 1 h | 220,000 compounds, 0.74% hits | AID 1434 | Q01196+Q13951;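 active = mean inhibition across duplicate retests at 20 µM reaching about 50%, limit read from the data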;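 note: 0% = DMSO wells and 100% = wells with excess untagged CBFb-SMMHC; inhibitors lower the FRET ratio by blocking Runt binding to CBFb-SMMHC; some results filed as inactive read as strong as hits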
MDM2 E3 inh: Mdm2 E3 ligase (human) inhibition; Q00987; cell-based MDM2 ubiquitination luciferase reporter, 2 h; 0 = plate control, 100 = twice control, blank-subtracted; signal enhancement, % at 5 µM; 210,000 compounds, 0.11% hits;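 active = signal enhancement of 30% or more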;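 note: luminescence tracks abundance of the self-degrading MDM2-luciferase fusion protein; higher signal means inhibition of MDM2 E3 ligase activity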
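Assay system: stable mammalian line carrying autodegrading MDM2–luciferase fusion reporter; amount: 2000 cells seeded into each well; buffer or medium: DMEM; benchmarks: plate control and blank wells; signal: luciferase luminescence; timing: 2 h compound exposure at 37 °C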
Starred values were filed as active, the others as inactive; . = not tested or not shown; [ ] = dose if it differs, or a comment. Not a hit list. About 3.2% of those tested had a hit in this group.

mol	Runt-SMMHC FRET	MDM2 E3 inh	EBV gp42 inh	NCF1 inh	zVAD death inh	14-3-3 Bad PPI	Runt-CBFb FRET	Hck-Nef inh	TbHK1 inh
Cc1cc(C)c(C#N)c(SCC(=O)C2CC2)n1	16	-3	-10	3	1.0	-10	8	21	-5
CC(C)Nc1nc(NC(C)C)nc(N(C)C#N)n1	-1	-13	-10	2	-0.1	3[fluorescence artefact?]	0	0	-8
Cc1ccc(C(=O)COC(=O)c2ccccc2NC(=O)c2ccccc2)cc1[N+](=O)[O-]	-4	-12	-20	-24	1.5	-13	3	0	19
Cc1ccc2oc(=O)n(CC(=O)OC(C)C)c2c1	1	.	-8	-4	.	-11	-4	-4	5
Clc1ccccc1COc1ccccc1-c1nnco1	-1	-4	-10	2	-0.2	-16[fluorescence artefact?]	2	1	4
O=C(CN1CCN(c2ccccc2O)CC1)NNC(=O)c1ccc(Cl)cc1	6	16	-7	-6	0.8	-10[fluorescence artefact?]	0	1	3
CCOC(=O)Cc1ccc(NCc2ccc(Cl)cc2)cc1	6	-4	-11	-8	4.1	-1	-1	19	3
COc1cccc(N2CC(O)Cn3c2nc2c3c(=O)n(CCCc3ccccc3)c(=O)n2C)c1 (stereo not given)	1	-8	-7	-6	0.3	-21	-3	1	6
CCOC(=O)CN1CC23C=CC(O2)C(C(=O)Nc2ccc4c(c2)OCO4)C3C1=O (stereo not given)	-2	-9	0	-2	1.0	7[fluorescence artefact?]	1	-3	8
O=C(NCC(O)CN1CCOCC1)c1ccc([N+](=O)[O-])cc1 (stereo not given)	0	-12	-2	-7	0.6	5	0	0	-2
CSc1ccc(NC(=O)N2CCN(c3nc4ccccc4s3)CC2)cc1	-4	-18	-26	-7	0.9	4	-2	-1	-6
Cc1ccc(C(=O)N/C(=C/c2ccccc2)C(=O)NC(Cc2ccccc2)C(=O)O)cc1 (stereo not given)	2	-2	-24	-9	0.3	-15[fluorescence artefact?]	3	3	28
CC(=O)C1C(c2ccccc2Cl)NC(=O)NC1(O)C(F)(F)F (stereo not given)	-3	-10	9	6	0.5	-6	3	-1	-4
O=c1[nH]c2ccc(S(=O)(=O)N3CCN(c4ccccc4)CC3)cc2[nH]c1=O	-7	-8	-12	-23	0.1	0	-1	0	-15
Cc1c(Cl)cccc1-n1c(SCC(=O)NCc2ccccc2Cl)nnc1-c1ccncc1	-1	-6	1	-5	-0.1	26	-4	-1	2
COc1cccc2cc(C(=O)C3=C(O)C(=O)N(CCN(C)C)C3c3ccc(F)cc3)oc12 (stereo not given)	3	0	-8	-3	0.4	-6	-1	0	-16
O=C(OCc1cn(-c2ccc(Cl)c(Cl)c2)nn1)c1ccccc1	-3	-8	0	1	0.1	-1	0	0	0
CCCC(=O)NC(Nc1c(C)n(C)n(-c2ccccc2)c1=O)C(Cl)(Cl)Cl (stereo not given)	0	-17	3	-12	0.9	-14	2	-8	-1
CC(C)(CO)NC(=O)CCCOc1ccc(Cl)cc1Cl	2	-16	-1	-4	0.7	7	2	0	-4
CCC(=O)Nc1ccc(-c2nnc(SCC(=O)NCC3CCCO3)n2C)cc1 (stereo not given)	1	-11	-2	-11	3.5	-1	3	2	-8
O=C1/C(=C/c2cccnc2)SC(=S)N1C1CCS(=O)(=O)C1 (stereo not given)	1	.	-11	-6	0.2	-9	9	1	-18
Cc1cc(=O)oc2cc(OC(=O)c3ccccc3)ccc12	3	-11	-19	-10	-0.7	0	4	-35	-13
O=C(COC(=O)COc1ccccc1[N+](=O)[O-])Nc1ccc(S(=O)(=O)N2CCCCC2)cc1	-8	-10	-10	-11	0.8	8	1	2	-4
CCOc1cccc(N2C(=O)CC(NNC(=O)c3ccc(Br)o3)C2=O)c1 (stereo not given)	-3	0	0	6	1.1	-4	1	-4	6
N#Cc1c(SCC(N)=O)nsc1SCc1ccccc1Cl	-3	0	5	-8	2.0	3[fluorescence artefact?]	-6	3	47
C=CCn1c(SCC(=O)N2CCOCC2)nc2sc3c(c2c1=O)CCCC3	-1	-14	-3	-9	-0.5	1	-4	8	-11
NC(=O)C1CCN(C(=O)COc2ccc(Nc3ccccc3)cc2)CC1	1	.	-8	-1	0.1	-2	4	-1	-4
Cc1ccsc1/C=N/n1c(C2CCCCC2)n[nH]c1=S	15	-10	-1	-12	0.9	-5	12	5	-4
O=C(c1ccco1)N1c2ccccc2Sc2ccccc21	-7	-5	-7	-18	0.1	-5	0	-1	-5
COc1ccc(S(=O)(=O)N(C)CC(=O)Nc2ccccc2SC)cc1	-7	-15	-13	-2	-0.2	9	0	0	-7
CC(=O)c1ccc(OCc2ccc(Oc3c(Cl)cccc3[N+](=O)[O-])cc2)cc1	-3	-2	2	-10	0.5	-1[fluorescence artefact?]	0	1	29
CN(C(=O)CSc1nnc(-c2ccco2)o1)C1CCCCC1	-5	11	-8	-12	-0.2	-12	-4	0	-4
O=C(CSc1nnc(-c2ccccc2)o1)c1ccc2c(c1)OCCO2	2	4	-7	-13	0.5	0	-4	3	-1
CCN1C(=O)/C(=C2\SC(=S)N(CC3CCCO3)C2=O)c2ccccc21 (stereo not given)	4	2	-19	-1	-0.2	-3	1	2	5
O=c1cnnc(N/N=C/c2ccccn2)[nH]1	2	1	-17	-14	46	-11	1	9	-30
c1ccc2c(c1)Sc1ccccc1-n1cnnc1-2	0	-6	-10	8	0.1	-2	0	1	0

One compound at a time (already shown).
CC(=O)c1ccc(OCc2ccc(Oc3c(Cl)cccc3[N+](=O)[O-])cc2)cc1 reads Runt-SMMHC FRET: -3; MDM2 E3 inh: -2; EBV gp42 inh: 2; NCF1 inh: -10; zVAD death inh: 0.5; 14-3-3 Bad PPI: -1[fluorescence artefact?]; Runt-CBFb FRET: 0; Hck-Nef inh: 1; TbHK1 inh: 29
O=C(c1ccco1)N1c2ccccc2Sc2ccccc21 reads Runt-SMMHC FRET: -7; MDM2 E3 inh: -5; EBV gp42 inh: -7; NCF1 inh: -18; zVAD death inh: 0.1; 14-3-3 Bad PPI: -5; Runt-CBFb FRET: 0; Hck-Nef inh: -1; TbHK1 inh: -5

Later entries.
mol	Runt-SMMHC FRET	MDM2 E3 inh	EBV gp42 inh	NCF1 inh	zVAD death inh	14-3-3 Bad PPI	Runt-CBFb FRET	Hck-Nef inh	TbHK1 inh
O=[N+]([O-])c1cccnc1NCCNc1ncc(C(F)(F)F)cc1Cl	-1	-18	-7	-7	0.3	-4	-6	1	4
Nc1nnn(CC(=O)N/N=C/c2cccc(Cl)c2)n1	2	-7	-10	1	0.1	3	1	12	0
Cc1nc(-c2ccccc2)sc1C1(C)CC(c2ccc(OC(F)(F)F)cc2)=NO1 (stereo not given)	0	11	-14	-13	1.3	0	-2	32	-3
C/C(=N\Nc1ccc(S(=O)(=O)Nc2ccc(Cl)cc2)cc1[N+](=O)[O-])c1ccc(N2CCOCC2)cc1	-3	-1	-9	-6	1.0	2	-5	0	-15
CCOCc1nnc(NC(=O)c2ccc(OC)cc2)s1	-7	.	-25	-8	0.0	9	2	5	0
Cc1noc(C)c1S(=O)(=O)Nc1ccc(C(=O)NC2CCCCC2)cc1	4	-7	-2	-5	-0.1	-2	0	-2	0
Cc1ccc(-c2[nH]n3c(=O)c4c(nc3c2C)CCCC4)cc1	-8	-7	-10	-18	3.4	-7[fluorescence artefact?]	-3	1	-2
Cn1c(NC(=O)/C=C\c2ccccc2)cc(=O)n(C)c1=O	-5	0	-19	-9	-0.2	-7	2	15	-27
c1ccc2c(c1)nnn2CNc1nccs1	4	-7	-2	-3	.	9	-1	-1	-1
O=C1c2ccccc2C(O)(c2ncc[nH]2)N1C1CCCCC1 (stereo not given)	-4	-4	-19	-15	-0.2	0	-2	0	0
C/C(=N\Nc1ccc([N+](=O)[O-])cc1)c1cc2ccccc2o1	-12	-12	-15	-41	2.1	12	-78	-21	0
Cn1c(=O)c2c(nc(CN3CCN(C(=O)c4ccco4)CC3)n2Cc2ccccc2)n(C)c1=O	-2	-17	-9	2	-0.5	-14	1	3	3
CCCCCCC(=O)N(O)C1CC(=O)N(c2ccc(F)cc2)C1=O (stereo not given)	9	-10	-20	-25	-0.3	2	34	-24	-1
O=C(NCCc1c[nH]c2ccccc12)C(=O)NCC1OCCN1S(=O)(=O)c1cc(F)ccc1F (stereo not given)	0	-3	-1	-12	0.0	-5	0	27	-12
O=C(CSc1ccccc1)Nc1ccc(C(=O)Nc2cccc(O)c2)cc1	-4	0	19	-11	0.9	2	-1	11	2
CCN(CC)C(=O)C(=O)N/N=C/c1ccc(Cl)cc1Cl	-4	-9	-9	5	3.1	-5	-6	22	-8
Cc1ccc(NC(=O)c2ccncc2)cc1S(=O)(=O)N(C)C	2	-18	-34	-6	2.1	3[fluorescence artefact?]	1	-2	-1
CCCCCCN=C(C)C1=C(O)C(C(=O)OC)C(C)(C)CC1=O (stereo not given)	-2	-3	-28	-7	0.6	-6	-1	1	3
Cc1cc(C)cc(N(C(=O)c2csnn2)C(C(=O)NC(C)(C)C)c2ccccn2)c1 (stereo not given)	-1	-12	-6	2	0.2	-4	-2	15	-2
O=C(Nc1ccc2c(c1)OCCO2)c1ccc(Br)c(S(=O)(=O)N2CCOCC2)c1	-1	-12	-5	-11	2.9	-3	-2	0	-12
Cc1c(Cl)cccc1NC(=O)CSC(N)=O	-4	-1	-1	-10	0.2	-4	-4	-16	7
CC(C)N=C1CC(C)(C)CC(=O)/C1=C(/O)CCCN1C(=O)c2ccccc2C1=O	1	-33	-1	-8	0.5	-10	-1	-6	4
NC(=S)c1ncc(C(F)(F)F)cc1Cl	2	-4	-9	-2	-0.6	-3	-1	-6	-1
Cc1ccc(C(=O)N2CC(=O)Nc3ccccc32)o1	4	-4	-4	-1	-1.0	6	-2	6	-14
COc1ccc(C(=S)N2CCCC2)cc1OC	2	-9	-10	2	1.1	29	1	-1	-11
Cn1c(CO)nc2cc(N)ccc21	-1	-9	-24	-5	1.3	-3[fluorescence artefact?]	-1	3	5
CC(C)c1ccc(NS(=O)(=O)c2ccc(N3C(=O)CCC3=O)cc2)cc1	-2	-11	-8	-7	0.3	-1	-1	11	-3
CCOC(=O)C1CCN(S(=O)(=O)c2ccc3[nH]c(=O)c(=O)[nH]c3c2)CC1	-1	-8	-2	-3	1.4	-22	0	18	-15
C=CCNC(=O)CSc1nc2scc(-c3ccco3)c2c(=O)n1CC=C	-1	.	-8	-17	-0.4	2	14	36	-13
O=C(O)Cc1sc(-c2ccc(Cl)cc2)nc1-c1ccccc1	3	-3	-13	-12	0.9	-9	-1	1	-7
CC1CCCCC12NC(=O)N(CC(=O)Nc1sc3c(c1C(N)=O)CCC3)C2=O (stereo not given)	-10	-11	36	-62	-1.3	-5[fluorescence artefact?]	1	9	-13
COCCn1nnnc1C(c1cc2ccc(C)cc2[nH]c1=O)N(Cc1ccco1)Cc1cccs1 (stereo not given)	10	-3	-18	-18	0.8	-3	4	1	-25
O=C(CN1C(=O)c2ccccc2C1=O)NCc1ccc(N2CCOCC2)cc1	1	2	-9	-11	0.6	-9	-1	5	2
c1ccc(CNc2ncnc3sc4c(c23)CCC4)nc1	0	-13	-12	-12	0.0	6	3	1	-7
